M5 antag = human M5 muscarinic receptor antagonists, primary screen, CHO cells, Fluo-8 calcium fluorescence. Muscarinic acetylcholine receptor M5 (Homo sapiens), P08912. CHO-hM5 cells, ACh EC80. inhibition, % at 3 µM. hit rate 0.59% among 360,000. AID 624040, 2012;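 active = inhibition above a per-plate cutoff, the mean of that plate's test compounds plus 3 SD, cut at about 27% in these data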;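 also: 0% = acetylcholine EC80 with DMSO and 100% = DMSO without agonist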
Target sequence (P08912 whole entry, looked up): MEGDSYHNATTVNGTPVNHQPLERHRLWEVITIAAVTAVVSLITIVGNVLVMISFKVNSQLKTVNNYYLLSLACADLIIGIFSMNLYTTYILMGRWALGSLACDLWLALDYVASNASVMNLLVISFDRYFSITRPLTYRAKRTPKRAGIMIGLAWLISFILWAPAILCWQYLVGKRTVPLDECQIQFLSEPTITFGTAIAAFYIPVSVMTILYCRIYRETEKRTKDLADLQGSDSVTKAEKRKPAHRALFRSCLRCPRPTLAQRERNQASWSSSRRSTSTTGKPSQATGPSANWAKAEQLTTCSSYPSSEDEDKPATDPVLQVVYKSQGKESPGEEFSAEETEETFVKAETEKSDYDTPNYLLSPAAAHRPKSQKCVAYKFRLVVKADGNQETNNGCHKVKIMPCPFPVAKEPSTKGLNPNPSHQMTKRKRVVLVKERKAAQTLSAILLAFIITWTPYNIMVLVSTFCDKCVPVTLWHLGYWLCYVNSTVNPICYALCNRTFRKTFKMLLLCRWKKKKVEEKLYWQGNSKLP
CHRM4 agonist = human M4 muscarinic receptor agonists, primary screen, CHO-K1 cells, Fluo-8 calcium fluorescence; CHO-K1 hM4/Gqi5; vehicle 0%, full acetylcholine response 100%; activation, % at 3 µM; hit rate 0.14% among 360,000; AID 624127, 2012;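 active = activation above the run mean over all test wells plus 3 SD, cut at about 32% in these data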;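 also: peak over basal fluorescence ratio per well then scaled between controls; 0% = DMSO wells and 100% = acetylcholine at EC100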
Target sequence (P08173 whole entry, looked up): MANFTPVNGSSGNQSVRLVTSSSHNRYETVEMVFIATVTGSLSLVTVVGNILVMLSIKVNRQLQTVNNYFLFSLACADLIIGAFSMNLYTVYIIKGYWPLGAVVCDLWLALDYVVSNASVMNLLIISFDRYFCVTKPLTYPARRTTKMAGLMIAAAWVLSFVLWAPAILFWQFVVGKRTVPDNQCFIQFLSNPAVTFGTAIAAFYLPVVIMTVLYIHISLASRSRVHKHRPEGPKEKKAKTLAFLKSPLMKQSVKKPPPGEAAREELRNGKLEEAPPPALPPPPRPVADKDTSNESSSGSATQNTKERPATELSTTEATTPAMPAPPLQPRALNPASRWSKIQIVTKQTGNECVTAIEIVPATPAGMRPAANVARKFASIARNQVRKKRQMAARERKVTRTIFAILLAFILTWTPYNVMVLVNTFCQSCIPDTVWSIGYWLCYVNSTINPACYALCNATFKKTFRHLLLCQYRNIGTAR
M4 PAM = human M4 muscarinic receptor positive allosteric modulators, primary screen, CHO-K1 cells, Fluo-8 calcium fluorescence; CHO-K1 hM4/Gqi5, ACh EC20; 0% = ACh EC20, 100% = maximal ACh; activation, % at 3 µM; hit rate 0.4% among 360,000;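 active = activation above its plate's cutoff, the mean activation of sample wells plus 3 SD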; also: some results filed as inactive read as strong as hits
CHO-K1 Ca PAM = nonselective calcium activators in parental CHO-K1 cells, primary screen, counter-screen for M1 PAM project, cell-based, Fluo-8 calcium fluorescence, full deck, 1536-well. ATP EC20; 0% at ATP EC20, 100% at ATP max. activation, % at 3 µM. hit rate 0.02% among 360,000. AID 602247, 2012;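 active = activation above the run cutoff, the mean activation of all test compounds plus 3 SD, cut at about 40% in these data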;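 also: peak over basal fluorescence ratio in a 140 s read after ATP addition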
CHRM5 PAM = human M5 muscarinic receptor positive allosteric modulators, primary screen, CHO-K1 cells, Fluo-8 calcium fluorescence. Muscarinic acetylcholine receptor M5 (Homo sapiens), P08912. CHO-K1 hM5, ACh EC20 PAM; 0% = ACh EC20, 100% = ACh EC100. activation, % at 3 µM. hit rate 0.3% among 360,000. AID 624038, 2012;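 active = activation above the run cutoff, the mean activation of all test compounds plus 3 SD, cut at about 18% in these data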
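Replicates: One well per compound, no replicates | System: Human M5 receptor in CHO-K1 cells | Benchmarks: Low control EC20 acetylcholine (0%), high control EC100 acetylcholine (100%) | Probe or stimulus: Acetylcholine, EC20 level | Times: Fluo-8 loading 80 min at 37 °C plus 30 min room temperature | Signal: Intracellular calcium via Fluo-8 fluorescence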
CHRM5 agonist = human M5 muscarinic receptor agonists, primary screen, CHO-K1 cells, Fluo-8 calcium fluorescence; CHO-K1 hM5 cells; 0% DMSO wells, 100% maximal acetylcholine response; activation, % at 3 µM; hit rate 0.19% among 360,000; AID 624037, 2012;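 active = activation above the run's mean over test compounds plus 3 SD, cut at about 23% in these data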;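 also: signal is peak over basal fluorescence ratio across the kinetic read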
CHO-K1 Ca antag = counter-screen for M1 antagonists: effect in parental CHO-K1 cells; ATP-induced calcium, Fluo-8 fluorescence; inhibition, % at 3 µM; hit rate 0.6% among 360,000;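 active = inhibition above a per-plate cutoff, the plate's mean sample inhibition plus 3 SD, cut at about 24% in these data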;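 also: 0% = DMSO plus EC80 ATP and 100% = DMSO alone without ATP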
CHRM4 antagonist = human M4 muscarinic receptor antagonists, primary screen, CHO cells, Fluo-8 calcium fluorescence; Muscarinic acetylcholine receptor M4 (Homo sapiens), P08173; CHO-hM4 cells, ACh EC80; inhibition, % at 3 µM; hit rate 0.73% among 360,000;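 active = inhibition above its plate's cutoff, the mean inhibition of sample wells plus 3 SD, cut at about 27% in these data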;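 also: 0% = acetylcholine EC80 with DMSO and 100% = DMSO without agonist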
CHO-K1 Ca ag = counter-screen for M1 agonists: effect in parental CHO-K1 cells; hit rate 0.48% among 360,000; activation, % at 3 µM; Fluo-8 calcium fluorescence; scaled to maximal ATP response, vehicle zero; in the data active = activation above about 15%;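 also: untransfected CHO-K1 host cells lacking M1 receptor as counterscreen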
The depositor's hits bear a star.

mol	M5 antag	CHRM4 agonist	M4 PAM	CHO-K1 Ca PAM	CHRM5 PAM	CHRM5 agonist	CHO-K1 Ca antag	CHRM4 antagonist	CHO-K1 Ca ag
COc1cccc(C(=O)Nc2ccc3nc4n(c(=O)c3c2)CCCC4)c1	6	2	-6	6	-2	0	2	0	6.7
Cn1nnnc1SCC(=O)c1ccco1	5	0	-9	-5	-3	-1	-1	10	-0.3
C/C(=N\OCC(=O)NC12CC3CC(CC(C3)C1)C2)c1cc2ccccc2o1	-4	-2	-5	-6	-6	-3	9	-6	-0.5
CC1(C)Cc2nc3oc4c(=O)n(CC(=O)Nc5ccccc5)cnc4c3cc2CO1	4	1	-3	-2	-3	-1	5	1	-0.2
CN(C)S(=O)(=O)Oc1ccc(C(=O)Nc2cccc(C(F)(F)F)c2)cc1	11	9	-11	9	-10	4	7	-10	5.1
O=S(=O)(Nc1ccc(Cl)cn1)c1ccc(F)cc1	8	0	-3	6	2	2	1	-2	0.1
CCOc1ccc(/C=N/NC(=O)C2CCCC2)c(OCC)c1	-1	0	0	0	0	-3	-4	4	0.2
CC(C)Sc1sc(C(=O)O)c(-c2ccc(Cl)cc2)c1C#N	10	0	-8	10	0	-1	-8	-1	0.0
Cc1ccc(NCc2ccncc2)c(Br)c1	-6	0	9	3	6	-10	-8	-11	-0.1
Cc1cc(C)n(-c2nc(N(c3ccccc3)c3ccccc3)nc(-n3nc(C)cc3C)n2)n1	4	3	3	0	-7	0	-4	3	0.4
O=C(c1ccc2[nH]c(=O)c(=O)[nH]c2c1)N1CCN(c2ccccc2)CC1	-7	3	4	4	7	-1	-1	-17	-0.4
C=CCNCCCCOc1cccc(Br)c1	-1	2	-1	-6	-5	-7	14	-11	-0.4
CCn1c(SCC(=O)Nc2ccccc2F)nnc1-c1ccoc1C	13	0	-1	10	-1	-3	-11	4	1.6
Cc1ccccc1-c1ccccc1CN1[C@@H](C(C)C)COCCS1(=O)=O	7	-2	-3	14	-9	-1	-25	-21	0.1
CCCCCCNC(=O)CCNC(=O)c1cc(OC)c(OC)c(OC)c1	10	0	-3	13	-5	-2	2	3	-0.2
Cc1cc(S(=O)(=O)N2CCN(c3ncccn3)CC2)ccc1-n1cnnn1	-2	1	-3	2	-2	0	4	6	0.6
COc1ccc(-c2cc3ccccc3s2)cc1[C@H]1[C@H]2C=CC[C@@H](C)[C@@H]2C(=O)N1Cc1ccccc1	-1	0	-2	12	3	5	-10	5	0.4
COc1ccc(S(=O)(=O)N2CCCC(C(=O)NCc3ccc4c(c3)OCO4)C2)cc1 (centres undefined)	7	2	-9	14	-1	-4	-13	17	2.0
COc1ccc(C2C(C#N)C(C#N)N3CCCN23)cc1 (centres undefined)	-3	1	13	-7	-1	1	19	8	1.0
CCn1c(CSCc2ccc(F)cc2)nnc1SCC(=O)N1CCN(c2ccccc2)CC1	6	6	-10	2	-12	-3	6	13	1.3
COc1cccc(CN(CC2CCCO2)C(=O)c2cc3ccccc3oc2=O)c1 (centres undefined)	-11	6	5	-7	11	0	-5	-18	2.0
Cc1cccc(C(=O)NCC(=O)NCC(c2ccco2)N2CCCCC2)c1 (centres undefined)	2	0	0	10	-1	-1	-5	-9	0.8
CC(=O)Nc1ccc(S(=O)(=O)N(C)CC(=O)NNC(=O)Cc2nc3ccccc3n2C)cc1	8	1	4	-7	-8	-2	0	-6	-0.4
CCC1CCCCN1C(=O)c1cc2c(=O)n3cccc(C)c3nc2s1 (centres undefined)	12	1	0	7	-4	-2	-12	4	1.4
COc1ccc(NC(=O)COC(=O)CCCC2=NS(=O)(=O)c3ccccc3N2)cc1	-11	0	6	9	4	0	-19	-21	-0.5

Remaining list, next part:
mol	M5 antag	CHRM4 agonist	M4 PAM	CHO-K1 Ca PAM	CHRM5 PAM	CHRM5 agonist	CHO-K1 Ca antag	CHRM4 antagonist	CHO-K1 Ca ag
O=C(Cc1cccc(NC(=O)C2CCCN(C(=O)C3CCCCC3)C2)c1)Nc1cccc(C(=O)N2CCCC2)c1 (centres undefined)	5	0	10	-6	0	3	6	3	-0.7
CN(C)c1nc2n(c(=O)n1)CCS2	-4	2	11	0	5	1	-2	-1	0.0
N#CCc1ccc(-c2cccc3nccn23)cc1	-4	1	4	21	-3	-3	-15	3	1.4
Clc1ccc(OCCCCN2CCc3ccccc3C2)cc1	20	2	-8	1	8	-7	12	5	0.5
S=c1[nH]nc(-c2ccccc2)n1/N=C/c1c[nH]c2ccccc12	1	1	7	-10	-8	-2	16	-7	-0.2
CCn1cc(C(=O)NCc2ccc(C)o2)c2cc(OC)c(OC)cc2c1=O	-2	3	-2	16	2	1	2	9	0.9
Clc1ccc(-c2nnc(N3CCOCC3)o2)cc1	5	0	-3	10	-2	-1	8	4	5.2
CC(=O)N(C)c1cccc(-c2ccc3nnc(C)n3n2)c1	16	1	-3	13	-4	-1	-1	3	0.3
Cc1cc(C)c(C#N)c(OCc2ccc(Cl)nc2)n1	-1	-1	0	9	7	-8	-4	-1	0.1
O=C(NC1CCC(=O)N(CCSc2ccccc2)CC1)OCc1ccccc1 (centres undefined)	1	3	7	14	3	0	-9	-4	1.3
CC(=O)c1c(C)[nH]c(C(=O)CSc2nc3ccccc3n2C)c1C	24	20	-11	0	-20	5	5	22	11
CN(C)/C=C/C(=O)c1cnc(-c2ccc(Cl)cc2)s1	14	2	8	14	-3	-2	-2	1	-0.5
O=c1c2ccccc2c(C=NCCO)c(O)n1-c1ccccc1	5	1	-2	-6	-3	1	3	9	-0.2
CCn1nnnc1SCC(=O)N1CCN(c2ccccc2)CC1	-12	1	3	21	16	2	-17	-10	0.2
COc1ccc(CC(=O)NC2CC(C)(C)NC(C)(C)C2)cc1OC	8	0	-4	-8	-3	2	0	8	0.3
Cc1nc2c(-c3ccccc3)cnn2c(N)c1-c1ccccc1	-3	2	3	-2	3	0	-19	-9	0.7
COc1cc(OC)c(OC)cc1CNCCNC(=O)c1ccco1	-6	2	10	15	1	-3	8	2	-0.5
OC[C@@H]1CN(Cc2ccc3c(c2)OCO3)C[C@H](n2cnc3c(NCc4ccncc4)ncnc32)O1	-1	4	-1	19	-4	0	0	-4	1.8
O=C(Nc1ccc(C(=O)N2CCN(c3ccc(Cl)cc3)CC2)cc1)C1=CSCCO1	-4	1	7	29	1	-4	-21	-24	1.0
CCOC(=O)c1c(NCC(C)C)c2ccccc2[nH]c1=O	-3	0	11	26	5	0	-5	-2	0.4
COCCn1nnnc1C(c1ccccc1Cl)N1CCN(c2ccccc2OC)CC1 (centres undefined)	-12	1	13	16	4	-3	-9	6	0.7
Cc1cccc(N2C(=O)CC(Sc3ccccc3C(=O)O)C2=O)c1 (centres undefined)	1	4	8	4	-4	-3	-11	-4	0.5
Cc1csc2nc(COC(=O)c3cccc(N(C)C)c3)cc(=O)n12	17	7	1	-7	-2	1	-3	-2	1.8
CC(C)OC(=O)CSc1nc2cccnc2n1-c1ccc(F)cc1	7	0	5	2	-4	-1	-2	8	-0.6
COC(=O)c1sc(S(=O)(=O)Nc2ccc(Br)cc2)c(C(=O)OC)c1C	6	3	0	10	-5	0	1	-1	1.2

Next structures follow:
mol	M5 antag	CHRM4 agonist	M4 PAM	CHO-K1 Ca PAM	CHRM5 PAM	CHRM5 agonist	CHO-K1 Ca antag	CHRM4 antagonist	CHO-K1 Ca ag
CCCCC(=O)NC(=S)Nc1cccc(Cl)c1N1CCCCC1	13	0	27	-1	-7	-1	7	-5	-0.2
CCCCCN1C=CC(=C2C(=O)c3ccccc3C2=O)C=C1	2	2	0	15	6	-5	-21	-6	1.1
CCOC(=O)NC(Nc1nc2ccccc2s1)(C(=O)OCC)C(F)(F)F (centres undefined)	-3	-2	6	18	-3	-5	-23	-17	0.1
COC(=O)[C@@H](NC(=O)Nc1cc(Cl)ccc1C)C(C)C	-5	-1	26	-5	1	2	-6	8	0.1
CC(OC(=O)c1ccc(NS(=O)(=O)c2ccc3[nH]c(=O)[nH]c3c2)cc1)C(=O)Nc1cccc(Cl)c1Cl (centres undefined)	-1	-1	14	14	12	0	-14	6	1.2
CCOC(=O)/C(=N/Nc1ccccc1OC)N1CCCc2ccccc21	-2	1	-16	12	-3	0	-5	5	1.2
CCN1CCN(S(=O)(=O)c2ccc(Cl)c(C(=O)NCc3nc4ccccc4[nH]3)c2)CC1	4	1	1	6	11	-7	-10	-6	0.1
CC(Oc1ccc(Cl)cc1Cl)C(=O)NNC(=O)[C@@H]1CCCC[C@@H]1C(=O)O (some centres undefined)	3	1	-1	1	3	-2	-5	-9	1.4
COC(=O)c1ccc(CSc2nnc(-c3ccncc3)o2)o1	6	1	-3	0	3	0	7	8	0.3
CC(CN(C)Cc1ccccc1)OC(=O)c1cccs1 (centres undefined)	-11	-2	8	-5	3	-5	9	7	-0.1

Part of the list above, reformatted.
Structure: CC(OC(=O)c1ccc(NS(=O)(=O)c2ccc3[nH]c(=O)[nH]c3c2)cc1)C(=O)Nc1cccc(Cl)c1Cl (centres undefined)
- M5 antag = -1
- CHRM4 agonist = -1
- M4 PAM = 14
- CHO-K1 Ca PAM = 14
- CHRM5 PAM = 12
- CHRM5 agonist = 0
- CHO-K1 Ca antag = -14
- CHRM4 antagonist = 6
- CHO-K1 Ca ag = 1.2
Structure: CC(Oc1ccc(Cl)cc1Cl)C(=O)NNC(=O)[C@@H]1CCCC[C@@H]1C(=O)O (some centres undefined)
- M5 antag = 3
- CHRM4 agonist = 1
- M4 PAM = -1
- CHO-K1 Ca PAM = 1
- CHRM5 PAM = 3
- CHRM5 agonist = -2
- CHO-K1 Ca antag = -5
- CHRM4 antagonist = -9
- CHO-K1 Ca ag = 1.4

Bioassay records (PubChem)

Outcome played no part in choosing rows (roughly 2.7% active in at least one column).
